Tat export inh: E. coli Tat export inhibitors, primary screen, MC4100, TorA-mCherry reporter, fluorescence, single point; inhibition, % at 10 µM; 340,000 tested, 0.036% active; AID 488895, 2010;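 active = mean replicate inhibition at least 50% and at least half of replicates individually reaching 50%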;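 also: exported cargo escapes ClpAP degradation while cytoplasmic cargo is degraded and loses fluorescence; 0% = median of neutral control wells and 100% = median of NaSCN control wells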
Ecoli viability: E. coli V3065 growth inhibition, primary screen, counter-screen for AddAB inhibitor project, absorbance, OD600. AID 449728, 2010. inhibition, % at 11.9 µM. 18 h. 330,000 tested, 0.27% active;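 active = inhibition above the campaign's mean inhibition across all tested compounds plus 3 SD, cut at about 9.9% in these data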;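 also: uninfected addAB+ strain grown without phage in ampicillin broth; 0% = DMSO wells and 100% = ciprofloxacin 0.95 µg/ml wells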
MOR-DOR ag: agonists of OPRM1-OPRD1 heterodimerization, primary screen, cell-based, luminescence; Mu-type opioid receptor (Homo sapiens) + Delta-type opioid receptor (Homo sapiens), …; cells; activation, % at 9.3 µM; 340,000 tested, 0.3% active; in the data active = activation above about 18%;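 also: 0% = vehicle-treated cells and 100% = reference agonist; values of inactives mirror those of a sister screen read the other way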
Target sequence (P35372 whole entry, looked up): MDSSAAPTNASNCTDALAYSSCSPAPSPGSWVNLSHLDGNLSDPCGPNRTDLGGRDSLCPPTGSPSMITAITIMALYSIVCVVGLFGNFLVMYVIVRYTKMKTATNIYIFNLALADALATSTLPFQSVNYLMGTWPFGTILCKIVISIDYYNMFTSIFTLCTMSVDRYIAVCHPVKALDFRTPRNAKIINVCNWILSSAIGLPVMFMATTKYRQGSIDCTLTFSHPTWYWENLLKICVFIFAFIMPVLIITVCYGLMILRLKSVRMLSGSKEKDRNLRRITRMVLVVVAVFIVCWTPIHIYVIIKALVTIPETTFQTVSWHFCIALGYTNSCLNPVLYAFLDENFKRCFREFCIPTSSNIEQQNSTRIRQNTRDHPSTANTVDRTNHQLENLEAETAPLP
Target sequence (P41143 whole entry, looked up): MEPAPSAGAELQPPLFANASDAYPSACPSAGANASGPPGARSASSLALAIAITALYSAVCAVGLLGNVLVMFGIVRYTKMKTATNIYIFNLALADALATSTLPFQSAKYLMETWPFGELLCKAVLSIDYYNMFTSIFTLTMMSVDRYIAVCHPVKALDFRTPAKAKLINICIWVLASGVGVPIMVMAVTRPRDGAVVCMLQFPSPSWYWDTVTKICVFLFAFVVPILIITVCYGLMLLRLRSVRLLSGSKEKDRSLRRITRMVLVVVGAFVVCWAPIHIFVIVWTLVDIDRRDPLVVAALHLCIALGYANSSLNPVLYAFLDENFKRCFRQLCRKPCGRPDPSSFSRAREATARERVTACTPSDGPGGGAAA
AddAB inh: growth inhibition of E. coli expressing H. pylori AddAB, primary screen, AddAB inhibitor project, absorbance | inhibition, % at 11.9 µM | 330,000 tested, 0.29% active | AID 435030, 2010; in the data active = inhibition above about 12%;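 also: 0% = vehicle wells of infected cells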
SUMO Mot1 rescue: yeast Mot1-301 growth rescue at high temperature, primary screen, SUMOylation pathway inhibitor project, S. cerevisiae, ATP luminescence, 38.5C. S. cerevisiae Mot1-301 growth rescue; percent above DMSO median, 100 means doubled. AID 2716, 2010. 320,000 tested, 1% active. growth rescue, % at 18.8 µM;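 active = every valid replicate shows activation above 250% relative to neutral control wells; inactive = the rest, any valid replicate at or below 250%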;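 also: OY570 slx delta 5 strain wells were the positive control but not used for scaling; some compounds called inactive have numbers as strong as hits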
PKA-R1A act: activators of PKA-R1A holoenzyme, primary screen, biochemical, fluorescence polarization, Cy5-IP20, bovine R1A, mouse PKAc; PKA-R1A dissociation; scaled: DMSO 0%, 113 µM cGMP 100%; 340,000 tested, 0.083% active; AID 504707, 2011; cAMP-dependent protein kinase type I-alpha regulatory subunit (Bos taurus) + …; activation, % at 11.4 µM;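 active = percent activation above the mean of all tested compounds plus 3 SD, cut at about 19% in these data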;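 also: higher means more PKAc released from R1A so a rise in polarization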
MOR-DOR inv ag: inverse agonists of MOR-DOR heterodimerization, primary screen, cell-based, luminescence; AID 504357, 2011; cell-based MOR-DOR heterodimer luminescence, inverse agonism; inhibition, % at 9.3 µM; Mu-type opioid receptor (Homo sapiens) + Delta-type opioid receptor (Homo sapiens), …; 340,000 tested, 0.21% active; in the data active = inhibition above about 22%, passing the limit was not always enough;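 also: 0% = cells with DMSO and 100% = wells without cells with DMSO; values of inactives mirror those of a sister screen read the other way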
PfHsp90 set2: growth inhibition of PfHsp90-expressing yeast, primary screen, antimalarial PfHsp90 inhibitor project, S. cerevisiae, BacTiter-Glo luminescence, single point, set 2; 310,000 tested, 0.32% active; inhibition, % at 9.4 µM; BacTiter-Glo ATP, 48 h; yeast lacking PDR1 and PDR3 efflux regulators;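 active = every replicate shows inhibition above about 80%, whatever the replicate mean, limit read from the data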;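 also: 0% = DMSO neutral controls and 100% = 20 µM radicicol positive controls; yeast relying on Plasmodium falciparum Hsp90 in place of its own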
Arr AP2 block: inhibitors of beta-arrestin/AP2 binding, primary screen, biochemical, GPCR trafficking, flow cytometry; inhibition, % at 10 µM; beta-arrestin 1 C-terminal peptide binding to AP2 beta2-adaptin appendage (human); 340,000 tested, 0.31% active; FITC-arrestin peptide / GST-AP2 beads; AP2 beta2 appendage carries R879A mutation; AID 504490, 2011;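 active = inhibition above a set limit, near 3 SD of compounds lacking own fluorescence, cut at about 54% in these data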;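 also: plate controls were DMSO wells for no effect and 5 µM unlabelled arrestin peptide for full effect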
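Test system: GST-tagged AP2 beta2-adaptin appendage (R879A) on 4 µm glutathione beads; also added: fluorescein-tagged arrestin peptide at 50 nM final; timing: 12 min plus 1 h, RT; signal: flow cytometry, FL1 (488/535 nm); read-out: percent drop in bead-associated FITC signal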
phage Ecoli inh: growth loss of phage-infected E. coli, primary screen, RecBCD inhibitor project, absorbance, with phage, HTS; inhibition, % at 11.9 µM; 360,000 tested, 0.26% active; in the data active = inhibition above about 11%
Pemphigus Ab inh: inhibitors of pemphigus antibody binding to DSG3, primary screen, biochemical, bead-based, flow cytometry, scFv-GFP | DSG3-coupled beads, scFv-anti-DSG3-GFP binding; active compounds read low | binding (percent of control), % at 10 µM | AID 588358, 2011 | 310,000 tested, 0.48% active;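 active = binding more than 3 SD below its plate's average and above zero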;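 also: hits lower antibody fragment binding to DSG3; some compounds called inactive have numbers as strong as hits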
* = called active by the depositor; nt = not tested or not shown.

SMILES	Tat export inh	Ecoli viability	MOR-DOR ag	AddAB inh	SUMO Mot1 rescue	PKA-R1A act	MOR-DOR inv ag	PfHsp90 set2	Arr AP2 block	phage Ecoli inh	Pemphigus Ab inh
CCOc1cc(/C=C2\C(=O)N(c3ccc(C(N)=O)cc3)N=C2C)ccc1OC(=O)c1cccs1	-5	-1.9	-1.1	-0.6	145	-7	7	11	10	nt	95
COC(=O)c1ccccc1NC(=O)C1CC(c2ccccc2O)=NO1 (stereo unspecified)	-1	-1.6	-0.4	-1.1	-17	7	2	-6	17	0.6	112
CC(C)CN(C(=O)C1CCC1)c1c(N)n(Cc2ccccc2)c(=O)[nH]c1=O	-4	-1.2	-5.2	-1.3	-13	1	21	19	-8	0.5	nt
CCOC(=O)CNC(=O)c1sc(NC(=O)/C=C/c2ccccc2)nc1C	-4	-0.6	1.5	2.7	-30	0	-8	-51	-3	0.2	100
COC(=O)[C@]1(Cc2ccccc2)N[C@H](CN(C)C(=O)c2ccccc2)[C@@H]2C(=O)N(Cc3ccccc3)C(=O)[C@@H]21	-10	-2.0	-3.3	1.3	-6	2	15	34	2	1.8	97
CC(Sc1ccccc1)C(=O)N(CCC#N)Cc1cccnc1 (stereo unspecified)	-2	2.2	0.4	0.2	-11	12	-2	nt	-5	-0.1	124
C[C@]12c3[nH]c4ccccc4c3CCN1C(=O)C(CC(=O)NCCc1ccccn1)C[C@@H]2C(=O)N1CCOCC1 (stereo partly specified)	6	-1.4	-0.9	2.5	-7	1	4	12	24	2.0	93
CCOc1ccc(-c2ccc(SCC(=O)N3CCOCC3)nn2)cc1	1	-1.3	-0.4	4.6	-15	0	2	-18	-10	0.8	115
COc1ccc(OCC(=O)N2CCC3(CC2)CC(=O)c2ccccc2O3)cc1	-5	-0.8	-1.9	-2.2	320	-4	10	-9	-29	4.1	110
COC(=O)C1CCCN1S(=O)(=O)c1ccc2ccccc2c1 (stereo unspecified)	11	2.9	-2.7	1.3	-2	2	13	-9	2	5.7	95
COC(=O)c1ccc(-c2ncc[nH]2)cc1	6	-0.1	-0.7	-1.0	nt	-11	4	-5	0	2.3	107
CCCn1ncc(/C=N/O)c1C	nt	-0.7	nt	1.7	-12	nt	nt	nt	-2	-0.8	111
c1nc(CCO[C@H]2CCCCO2)cc2cc3c(cc12)OCO3	7	-0.6	-2.4	2.9	46	1	13	38	1	2.4	105
COCCNS(=O)(=O)c1ccc2c(c1)C(=NO)c1cc(S(=O)(=O)NCCOC)ccc1-2	5	-2.3	-2.4	4.3	-18	1	12	-25	8	-0.1	99
Cc1cc(/C=N/NC(=O)c2ccncc2)c(C)n1-c1cccc(C(F)(F)F)c1	3	-1.8	-1.1	1.6	-6	-12	6	0	-2	-2.8	108
Cc1cc(=O)[nH]c(SCC(=O)/C=C2\N(C)c3ccccc3C2(C)C)n1	4	1.9	-1.7	5.1	170	2	9	9	-7	-1.2	109
COC(=O)COc1ccc(S(=O)(=O)NCc2ccco2)cc1Cl	-3	0.6	1.1	3.3	4	-5	-7	-48	4	3.2	nt
COc1ccc(-c2c(NC(=O)C(C)C)n(C)c3ccccc3c2=O)cc1	-5	0.8	-2.5	0.9	-7	-4	12	nt	-3	1.4	105
Cc1cnccc1CN(C)C(=O)CC1C(=O)NCCN1CC1CCCCC1 (stereo unspecified)	3	-1.0	-1.5	2.4	-2	-1	8	10	13	3.7	103
Cc1ccccc1NC(=O)c1c([N+](=O)[O-])c(C(C)(C)C)nn1C	-5	-1.7	-0.5	-1.2	21	-4	3	26	-12	3.1	89
O=C(CSc1nnc(NC(=O)c2c(F)cccc2F)s1)NCc1ccco1	-3	-0.1	-0.9	5.0	0	-2	5	nt	-4	1.6	98
CCC(C)NC(=O)CSc1nc2c(sc(=S)n2-c2cc(Cl)ccc2OC)c(=O)[nH]1 (stereo unspecified)	-14	-2.4	-1.0	0.0	15	3	5	-1	-2	3.7	106
Cc1cc[n+](CC(=O)c2cc3ccccc3oc2=O)cc1	2	-1.2	-2.2	6.0	-15	-3	12	12	14	0.7	87
O=C(Cc1c[nH]c2ccccc12)NCc1ccccc1F	-1	3.2	-2.2	5.8	15	-3	12	-27	-13	0.2	95

In a second layout: entries from further up
| Molecule | Tat export inh | Ecoli viability | MOR-DOR ag | AddAB inh | SUMO Mot1 rescue | PKA-R1A act | MOR-DOR inv ag | PfHsp90 set2 | Arr AP2 block | phage Ecoli inh | Pemphigus Ab inh |
| --- | --- | --- | --- | --- | --- | --- | --- | --- | --- | --- | --- |
| CCC(C)NC(=O)CSc1nc2c(sc(=S)n2-c2cc(Cl)ccc2OC)c(=O)[nH]1 (stereo unspecified) | -14 | -2.4 | -1.0 | 0.0 | 15 | 3 | 5 | -1 | -2 | 3.7 | 106 |
| COc1ccc(-c2c(NC(=O)C(C)C)n(C)c3ccccc3c2=O)cc1 | -5 | 0.8 | -2.5 | 0.9 | -7 | -4 | 12 | nt | -3 | 1.4 | 105 |
| Cc1cc(=O)[nH]c(SCC(=O)/C=C2\N(C)c3ccccc3C2(C)C)n1 | 4 | 1.9 | -1.7 | 5.1 | 170 | 2 | 9 | 9 | -7 | -1.2 | 109 |
| COC(=O)COc1ccc(S(=O)(=O)NCc2ccco2)cc1Cl | -3 | 0.6 | 1.1 | 3.3 | 4 | -5 | -7 | -48 | 4 | 3.2 | nt |

Continuation:
SMILES	Tat export inh	Ecoli viability	MOR-DOR ag	AddAB inh	SUMO Mot1 rescue	PKA-R1A act	MOR-DOR inv ag	PfHsp90 set2	Arr AP2 block	phage Ecoli inh	Pemphigus Ab inh
CC1CCN(Cc2c(C(=O)N/N=C/c3ccc(OC(C)C)cc3)nnn2-c2nonc2N)CC1	14	-0.6	7.1	-1.8	231	-5	-58	21	31	-0.2	88
Cc1ccccc1NC(=S)NC(=O)Cc1ccc(Cl)cc1	8	-1.5	6.6	1.5	24	8	-30	-31	-5	0.9	103
Cc1nn(-c2ccccn2)c2c1C(c1ccsc1)C1=C(CCCC1=O)N2 (stereo unspecified)	-1	2.6	-4.1	-2.4	61	1	20	-1	105*	1.5	111
CCCn1c(=O)c2[nH]c(C3CCCC3)nc2n(CCC)c1=O	2	-3.5	-2.6	-2.1	-19	4	14	5	13	3.6	105
CC(=O)c1cccc(NC(=O)CN2C(=O)c3ccccc3C2=O)c1	-7	0.3	-3.4	0.0	8	-16	17	8	5	2.5	127
N#Cc1c(-c2cccnc2)c2c([nH]c1=O)-c1ccccc1OC2	0	-1.2	-2.4	2.2	0	1	12	10	4	-0.2	108
COc1ccc(S(=O)(=O)N2CCCCC2)cc1NC(=O)Cc1cccc(C(F)(F)F)c1	-10	nt	1.1	nt	nt	-2	-6	-34	21	0.4	78
Oc1ccc(-c2nnc(Nc3ccccc3)c3ccccc23)cc1	-5	3.0	-1.3	-0.2	-24	4	7	-13	0	1.9	104
CC(OC(=O)c1nsc(Cl)c1Cl)C(=O)NC(C)(C)C (stereo unspecified)	-1	-0.9	-1.2	-1.6	8	-3	7	-2	13	0.9	105
CC(=O)c1ccc(NC(=O)Cn2cnc(S(=O)(=O)N3CCCC3)c2)cc1	0	1.9	-1.9	4.9	nt	4	10	-3	10	nt	nt
Cc1ccccc1CSc1[nH]c(=O)ncc1C	-6	0.7	-1.1	2.0	1	-1	6	7	-22	-0.8	110
Oc1cccc(NC(=S)N=Nc2c(O)[nH]c3ccc(Br)cc23)c1	-10	0.4	1.4	0.3	-12	0	-8	18	-5	1.2	91
CCOc1ccc(NC(=O)NC23CC4CC(CC(C4)C2)C3)cc1	2	1.1	3.4	-1.6	34	-3	-17	29	9	2.3	98
O=C(c1ccc(Cl)cc1)C1CCCN(Cc2cccn2-c2ccccn2)C1 (stereo unspecified)	-8	0.0	0.5	0.4	2	-3	-3	-17	4	-0.5	106
CCNC(=O)c1ccccc1NC(=O)c1cccc(S(=O)(=O)N2CCOCC2)c1	2	-0.8	-2.4	0.0	22	4	12	-20	0	3.5	111
C[C@@H]1CC[C@@]2(O[C@@H](CCO)C[C@H](O)[C@H]2O)O1	-11	-0.3	-1.6	0.3	22	4	9	2	-4	2.8	101
CCc1nnc(NC(=O)c2cc(S(=O)(=O)N3CCN(CC)CC3)ccc2Cl)s1	0	nt	-1.8	nt	nt	-1	9	-24	-10	nt	102
CN(C)C(=O)C12CCC(C)(C(=O)C1Br)C2(C)C (stereo unspecified)	0	3.1	-2.2	3.8	8	0	11	18	-6	2.2	111
N#Cc1ccc(-c2nnnn2-c2ccc3c(c2)OCO3)cc1	-2	0.1	-1.7	-0.2	0	2	10	7	1	0.3	101
CC(=O)C1=C(O)C(=O)N(Cc2ccco2)C1c1ccccc1 (stereo unspecified)	-5	-0.8	-0.5	1.4	-5	-10	3	11	2	2.8	102
COc1ccc(/C=C2\Sc3ccc(C(=O)NC4CC4)cc3N(C)C2=O)cc1OC	6	1.2	-1.5	0.9	-2	3	8	17	-4	-0.2	100
CCN(CC(=O)Nc1c(F)cccc1F)C(=O)c1cn2ccccc2n1	3	-2.5	-1.7	-0.3	3	-10	7	nt	20	1.6	96
COc1cc(CCC(=O)OCC(=O)Nc2sccc2C(N)=O)cc(OC)c1OC	-2	nt	0.3	nt	nt	5	-2	-11	2	2.5	106
Cc1nnc(SCC(=O)NCCOc2ccc(Cl)cc2)n1-c1ccccc1	4	-1.4	-1.3	4.4	nt	12	7	7	49	4.5	105
CCOc1cccc(CN2CCC(n3nccc3NC(=O)C3CC3)CC2)c1O	-3	-0.7	-1.2	1.3	-10	10	7	-12	-1	0.2	104
COC(=O)c1sc2ncccc2c1OCc1cccc(Cl)c1	2	-2.9	7.6	1.1	108	-6	-39	5	5	0.9	nt

Screening results (PubChem BioAssay)

An unsorted share of the library; overall some 2.8% were active at least once.
